TRPC6 inh = mouse TRPC6 channel inhibition. HEK293-TRPC6, membrane potential dye, ACh-evoked depolarization; hits give low values. hit rate 1.1% among 310,000. B-score at 10 µM. Q61143. AID 2553;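 active = B-score under library mean minus 3 SD, initial fluorescence not abnormally high, positive integrated signal ratio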;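 note: B-score derived from integrated fluorescence ratio over the kinetic read; more negative B-score means stronger inhibition of depolarization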
HDAC3 inh = human HDAC3 inhibition. recombinant HDAC3, fluorogenic peptide/trypsin coupled, fluorescence. inhibition, % at 8.3 µM. hit rate 0.15% among 320,000; in the data active = inhibition above about 26%, passing the limit was not always enough
Target sequence (O15379 whole entry, looked up): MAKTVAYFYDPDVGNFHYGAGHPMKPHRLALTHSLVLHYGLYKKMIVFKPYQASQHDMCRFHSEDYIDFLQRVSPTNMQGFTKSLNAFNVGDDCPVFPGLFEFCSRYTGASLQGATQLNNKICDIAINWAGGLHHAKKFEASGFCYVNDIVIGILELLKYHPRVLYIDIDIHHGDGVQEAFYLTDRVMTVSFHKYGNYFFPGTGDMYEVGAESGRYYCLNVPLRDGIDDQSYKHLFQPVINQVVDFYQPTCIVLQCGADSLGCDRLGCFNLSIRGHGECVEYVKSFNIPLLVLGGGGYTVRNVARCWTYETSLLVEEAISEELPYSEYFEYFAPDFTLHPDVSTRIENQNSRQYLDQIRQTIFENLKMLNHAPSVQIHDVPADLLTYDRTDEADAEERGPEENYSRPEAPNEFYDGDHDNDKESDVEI
MrgX1 ag = activates human MrgX1 receptor signaling. MrgX1-HEK293 cells, Fluo-4 calcium fluorescence, agonist mode; hits give high values. B-score at 10 µM. hit rate 0.44% among 310,000. AID 588627;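 active = calcium response B-score plate-corrected fluorescence ratio at least 3 library SD, with starting fluorescence B-score inside 5 SD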
Target sequence (Q96LB2 whole entry, looked up): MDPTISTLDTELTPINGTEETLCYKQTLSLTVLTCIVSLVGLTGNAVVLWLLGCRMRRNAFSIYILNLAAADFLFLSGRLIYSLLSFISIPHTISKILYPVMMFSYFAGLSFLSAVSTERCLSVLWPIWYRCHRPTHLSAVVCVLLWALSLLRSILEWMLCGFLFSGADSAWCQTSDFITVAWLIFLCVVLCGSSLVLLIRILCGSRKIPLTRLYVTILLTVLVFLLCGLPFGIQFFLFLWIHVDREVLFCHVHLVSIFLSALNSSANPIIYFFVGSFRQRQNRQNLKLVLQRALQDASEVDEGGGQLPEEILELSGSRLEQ
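Test system: Stable human MrgX1 HEK293 cell line | Schedule: Overnight plating before 1 h dye loading | Read-out basis: Baseline-normalised fluorescence change ratio, B-scored | Detection: Kinetic calcium dye fluorescence, Fluo-4 NW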
TRPC6 activator = activators of mouse TRPC6 channel; Q61143; HEK293-TRPC6 membrane potential dye fluorescence; hits give high values; B-score at 10 µM; hit rate 0.13% among 310,000; AID 2550;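 active = B-score of the integrated fluorescence ratio above library mean plus 3 SD, and starting fluorescence ratio within library mean plus 5 SD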;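 note: higher score means more depolarization so channel activation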
RGS4 inh = inhibitors of human RGS4 | P49798 | HEK293 M3R/RGS4 inducible, Fluo-4 calcium flux; hits give high values; triggered by carbachol at its EC20 | B-score at 10 µM | hit rate 0.45% among 310,000 | AID 463165;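 active = B-score, a plate-corrected calcium signal, over three deviations above library mean, with baseline fluorescence within five deviations of library mean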;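 note: RGS4 expression induced by doxycycline in cells with stable M3 receptor; B-score is computed from the integrated fluorescence ratio over baseline after carbachol; higher B-score means a larger calcium signal and so more RGS4 inhibition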
Target sequence (P49798 whole entry, looked up): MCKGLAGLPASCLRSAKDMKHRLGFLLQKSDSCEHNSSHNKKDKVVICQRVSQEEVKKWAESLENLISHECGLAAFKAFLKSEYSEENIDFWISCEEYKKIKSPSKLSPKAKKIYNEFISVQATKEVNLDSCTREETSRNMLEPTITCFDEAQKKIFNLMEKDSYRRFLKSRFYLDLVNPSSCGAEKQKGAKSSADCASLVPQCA
RGS4 act = potentiators or activators of RGS4; HEK293 M3R/inducible RGS4, carbachol calcium flux Fluo4; hits give low values; B-score at 10 µM; hit rate 0.92% among 310,000; AID 463111;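 active = B-score of the integrated calcium signal more than 4 SD below the library mean, with starting fluorescence not abnormally high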;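 note: negative B-score means reduced calcium response which marks RGS4 activation or potentiation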
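Also added: carbachol at ECmax as muscarinic agonist stimulus; Assay system: HEK293 cells with stable M3R and inducible RGS4; Timing: overnight RGS4 induction, 30 min dye load 37 °C, 20 min compound RT; Measured by: Fluo4-AM (2 µM) calcium-flux fluorescence, kinetic read.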
TMEM16A act = activates or potentiates the mouse TMEM16A chloride channel; Q8BHY3; HEK293 TMEM16A/YFP-H148Q/I152L, iodide quench fluorescence; hits give low values; B-score at 10 µM; hit rate 0.3% among 340,000;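 active = fluorescence-ratio B-score plate-corrected deviation score at least 3 library SD below zero, with starting fluorescence score within 5 deviations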;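 note: channel opened by trigger with iodide after compound preincubation; score built on the fluorescence ratio of max minus min over baseline; more negative score means more quench and so TMEM16A activation or potentiation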
MrgX1 allo act = human MrgX1 positive allosteric modulation, primary screen; Q96LB2; MrgX1-HEK293, Fluo-4 calcium flux, FDSS; hits give high values; B-score at 10 µM; hit rate 0.63% among 310,000;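 active = plate-corrected calcium response at least 3 library SD above typical, normal starting fluorescence, not activating the receptor alone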;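 note: compound read alongside a low EC10 to EC30 dose of BAM8-22 agonist; peak minus trough fluorescence over baseline measured at the second addition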
SKKanGAS inh = SKKanGAS growth inhibition. S. pyogenes SKKanGAS, kanamycin growth, BacTiter-Glo, 6 h. inhibition, % at 7.5 µM. hit rate 1.3% among 300,000;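 active = mean replicate score, as percent of positive control median, at least 50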;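 note: strain carries kanamycin resistance gene driven by streptokinase promoter and grows in 40 µg/ml kanamycin; loss of luminescence reflects streptokinase promoter inhibition or plain growth inhibition; 0% = median of DMSO wells and 100% = positive control at its reference dose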
MrgX1 antagonist = antagonists of human MrgX1 receptor; B-score at 10 µM; MRGX1-HEK293 calcium flux, Fluo-4, BAM8-22 antagonism; hits give low values; hit rate 1.3% among 310,000; Q96LB2; AID 588676;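 active = calcium-response B-score plate-corrected more than 3 library SD below zero, starting fluorescence within 5 deviations, no agonist response on first addition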;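 note: peak minus trough fluorescence over baseline after final BAM8-22 challenge near maximal dose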
ANO1 block = inhibitors of mouse TMEM16A calcium-activated chloride channel | AID 588511 | normalized B-score (activity score, 25-100; higher = stronger inhibition) at 10 µM | HEK293 TMEM16A/YFP iodide influx fluorescence, ionomycin | Q8BHY3 | hit rate 1.2% among 310,000;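 active = ratio plate-corrected score three or more library SD toward inhibition, starting fluorescence score within five deviations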;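 note: score derived from kinetic fluorescence span divided by baseline fluorescence per well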
* marks the source's active call; other numbers are inactive results; i = inactive; · = no result given.

SMILES	TRPC6 inh	HDAC3 inh	MrgX1 ag	TRPC6 activator	RGS4 inh	RGS4 act	TMEM16A act	MrgX1 allo act	SKKanGAS inh	MrgX1 antagonist	ANO1 block
COc1cccc(-n2c(O)c(C=NCc3ccccn3)c3ccccc3c2=O)c1	i	5	i	i	i	i	i	i	-2	i	i
CSc1ccc2nnc(-c3cccc(F)c3)n2n1	i	·	i	i	i	i	i	i	0	i	i
CN1C(=O)NC(NC(=O)c2cccs2)(C(F)(F)F)C1=O (stereo not drawn)	i	1	i	i	i	i	i	i	-10	i	i
COc1cccc(CNC(=O)C2CCC(=O)N(C3CC3)C2)c1OC (stereo not drawn)	i	·	·	i	i	i	i	·	2	·	·
Cn1c(=O)c(=O)n(C)c2cc(N3CCOCC3)c(NS(=O)(=O)c3ccc(Br)cc3)cc21	i	6	i	i	i	i	i	i	0	i	i
COc1cccc(C(=O)OCCN2CCCCC2)c1	i	-2	i	i	i	i	i	i	4	i	i
O=C(CCc1nnc(-c2ccsc2)o1)NCc1ccccc1OC(F)(F)F	i	3	i	i	i	i	i	i	-4	i	i
CC(=O)Nc1ccc(S(=O)(=O)N2CCN(c3cnn(C)c(=O)c3Cl)CC2)cc1	i	5	i	i	i	i	i	i	4	i	i
O=C(Nc1nncs1)c1cc(S(=O)(=O)N2CCOCC2)ccc1Cl	i	-4	i	i	i	i	i	i	-4	i	i
O=C(NCCN1CCOCC1)c1cccc(S(=O)(=O)N2CCCC2)c1	i	1	i	i	i	i	i	i	2	i	i
O=C(CCNS(=O)(=O)c1ccccc1)Nc1ccccc1	i	-5	i	i	i	i	i	i	-6	i	i
CN(C(=O)c1ccco1)c1nc(-c2ccccc2)cs1	i	-5	i	i	i	i	i	i	-7	i	i
O=C(CSc1nnc2ccccn12)NCc1ccc2c(c1)OCO2	i	-10	i	i	i	i	i	i	-3	i	i
O=C(N=C1SC2CS(=O)(=O)CC2N1CCc1ccccc1)C1CCCCC1 (stereo not drawn)	i	-1	i	i	i	i	i	i	-4	i	i
N/C(=N\NC(=O)c1ccc(Cl)cc1)c1cnccn1	i	0	i	i	i	i	i	i	-9	i	i
COc1ccccc1NC(=O)CSc1nc2sc(C)c(C)c2c(=O)n1Cc1ccco1	i	9	i	i	i	i	i	i	53*	i	i
CC(=O)Nc1ccc(NC(C)=O)c(NC2OCC(O)C(O)C2O)c1 (stereo not drawn)	i	·	i	i	i	i	i	i	-7	i	i
Clc1ccc(-c2nc3ccccn3c2CN2CCOCC2)cc1	i	2	i	i	i	i	i	i	-2	i	i
O=C(NCCc1ccccc1)C1CCN(S(=O)(=O)c2cccnc2)CC1	i	-8	i	i	i	i	i	i	4	i	i
CCC(C)c1ccc(NC(=O)C2CCCN(c3ncccn3)C2)cc1 (stereo not drawn)	i	-2	i	i	i	i	i	i	14	i	i
COc1cc(-c2nnc(CSc3nnc(Nc4ccc(C(C)C)cc4)s3)o2)cc(OC)c1OC	i	12	i	i	i	i	i	i	18	i	i
CCOc1ncccc1C(=O)OCC(=O)c1c(N)n(C)c(=O)n(C)c1=O	i	-6	i	i	i	i	i	i	-6	i	i
S=C(NCc1ccccc1)NCc1ccccc1	i	9	i	i	i	i	i	i	8	i	i
O=C(O)CC1Sc2ccccc2NC1=O (stereo not drawn)	i	7	i	i	i	i	i	i	-1	i	i
O=C1C2Sc3[nH]c(=O)sc3C(c3ccccc3)C2C(=O)N1c1ccc(Cl)cc1 (stereo not drawn)	·	5	i	·	·	·	i	i	·	i	i
CCc1cc(=O)[nH]c(SCCc2ccccc2)n1	i	3	i	i	i	i	i	i	-4	i	i
O=C(Nc1cccc(-c2cccc(Cl)c2)c1)C1CCN(Cc2ccccn2)CC1	i	·	i	i	i	i	i	i	3	i	i
Cc1ccc(NC(=O)COC(=O)CCc2c[nH]c(=O)[nH]2)cc1	i	-4	i	i	i	i	i	i	0	i	i
CSc1nnc(NC(=O)c2nc(S(=O)(=O)Cc3ccc(C)cc3)ncc2Cl)s1	i	-5	i	i	i	i	i	i	13	i	i
CCC(=O)Nc1ccc(N2CCN(Cc3ccccc3)CC2)cc1	i	-6	i	i	i	i	i	i	3	i	i
Nc1ncnc(Oc2ccccc2F)c1[N+](=O)[O-]	i	1	i	i	i	i	i	i	-4	i	i
COc1ccc(C2CC(=O)C(C(c3ccc(O)cc3)C3C(=O)CC(c4ccc(OC)cc4)CC3=O)C(=O)C2)cc1 (stereo not drawn)	i	-4	i	i	i	i	·	i	-3	i	i
CC1(C)Oc2ccc(/C=C/C(=O)N3CCOCC3)c(O)c2C(N2CCOCC2)C1O (stereo not drawn)	i	-1	i	i	i	i	·	i	1	i	i
Cc1cc(OC(C)C(=O)NCc2ccncc2)c2c(C)cc(=O)oc2c1 (stereo not drawn)	i	-10	i	i	i	i	i	i	-1	i	i
CC(C)c1ccc(NC(=O)C2C3C=CC4(O3)C2C(=O)N(CCCN2CCCCC2)C4C(=O)NC2CCCCC2)cc1 (stereo not drawn)	i	4	i	i	i	i	i	i	10	i	i
CC(=O)Nc1ccc(C(=O)CSc2nnc(Cn3nnc4ccccc43)n2C)cc1	i	-4	i	i	i	i	i	i	4	i	i
Cn1nc(-c2ccccc2)cc1NC(=O)CCCC(=O)O	i	3	i	i	i	i	i	i	-14	i	i
Cn1ncc(C(N)=O)c1NC(=S)NC(=O)c1ccc(Br)o1	i	-5	i	i	i	i	i	i	19	i	i
Cc1cccn2cc(CNc3ccccc3)nc12	i	1	i	i	i	i	i	i	3	i	i
CCOc1ccccc1NC(=O)COC(=O)CN(C)S(=O)(=O)c1ccc(C)cc1	i	5	i	i	i	i	i	i	2	i	i
CC1=C(C(=O)Nc2ccccc2C(=O)NC2CCC(C)CC2)SCCO1 (stereo not drawn)	i	1	i	i	i	i	i	i	2	i	i
Cc1ccc(-n2c(-c3ccncc3)nnc2-c2cccs2)cc1	i	-9	i	i	i	i	i	i	-3	-5.7*	i
CN1C(=O)CSc2ccc(NC(=O)NCCC3=CCCCC3)cc21	i	-8	i	i	i	i	i	i	-2	i	i
Cc1cccc(C(=O)Oc2ccc(/C=N/NC(=O)c3ccc(O)cc3)cc2)c1	i	-4	i	i	i	i	i	i	33	i	i
O=C(NC1CCSc2ccccc21)c1ccc(F)c(S(=O)(=O)N2CCOCC2)c1 (stereo not drawn)	i	1	i	i	i	i	i	i	-11	i	i
Cc1ccc(NC(=O)COc2ccccc2)c(NC(=O)c2ccccc2C)c1	i	3	i	i	i	i	i	i	-18	i	i
COC(=O)c1ccccc1NC(=O)c1ccccc1N(C)S(C)(=O)=O	i	3	i	i	i	i	i	10*	-9	i	i
CCn1cc(CN(C)S(=O)(=O)c2cccc([N+](=O)[O-])c2)cn1	i	-1	i	i	i	i	i	i	0	i	i

Random excerpt: 2 compounds from above, in no set order.
SMILES	TRPC6 inh	HDAC3 inh	MrgX1 ag	TRPC6 activator	RGS4 inh	RGS4 act	TMEM16A act	MrgX1 allo act	SKKanGAS inh	MrgX1 antagonist	ANO1 block
O=C(NC1CCSc2ccccc21)c1ccc(F)c(S(=O)(=O)N2CCOCC2)c1 (stereo not drawn)	i	1	i	i	i	i	i	i	-11	i	i
CCOc1ccccc1NC(=O)COC(=O)CN(C)S(=O)(=O)c1ccc(C)cc1	i	5	i	i	i	i	i	i	2	i	i

(list continues)
SMILES	TRPC6 inh	HDAC3 inh	MrgX1 ag	TRPC6 activator	RGS4 inh	RGS4 act	TMEM16A act	MrgX1 allo act	SKKanGAS inh	MrgX1 antagonist	ANO1 block
CCOC(=O)c1ccc(-c2ccc3c(c2)CCC3)nc1C	i	4	i	i	i	i	i	i	5	i	i
COc1cc(C)nc(N(Cc2ccccc2)S(=O)(=O)c2ccccc2)n1	i	-1	i	i	i	i	i	i	8	i	i
COc1ccc(N2CCN(C(=O)c3cccc(NC4=NC5CS(=O)(=O)CC5S4)c3)CC2)cc1 (stereo not drawn)	i	-16	i	i	i	i	i	i	2	i	i
COc1cccc(OC)c1C(=O)Nc1cccc(-n2cnnn2)c1	i	1	i	i	i	i	i	i	-7	i	i
Cc1cc(NC(=O)c2ccco2)ncc1NC(=O)Cc1ccccc1	i	4	i	i	i	i	i	i	13	i	i
N#Cc1c(NC(=O)CSc2ncn(-c3ccccc3)n2)sc2c1CCCC2	i	-3	i	i	i	i	i	i	5	i	i
CCCCOC(=O)Nc1nnc(CCOCC)s1	i	3	i	i	i	i	i	i	0	i	i
O=C(CCC(=O)OCC(=O)c1ccc(C(F)(F)F)cc1)OCC(=O)c1ccc(C(F)(F)F)cc1	i	-4	i	i	i	i	i	i	-2	i	i
CCn1c(=O)c(NC(=O)c2ccccc2)c2n(c1=S)CCCCC2	i	4	i	i	i	i	i	i	3	i	i
COc1ccc(/C(C)=N/OC/C(O)=C(\C#N)c2nc3ccccc3[nH]2)cc1	i	0	i	i	i	i	i	i	-6	i	i
CC(C)=CCc1c(O)cc2c(=O)c3ccc(O)cc3oc2c1O	i	6	i	i	11*	i	-7*	i	16	i	i
COc1cccc(C(=O)COC(=O)C2CC(=O)N(c3ccc(Oc4ccccc4OC)cc3)C2)c1 (stereo not drawn)	i	-8	i	i	i	i	i	i	-5	i	i
Cc1ccc(-c2nnc(NCCCO)c3ccccc23)cc1	i	3	i	i	i	i	i	i	-2	i	i
Cc1cc(C)n(-c2nc(C)nc(NCc3ccccc3)n2)n1	i	-1	34*	i	i	i	i	i	58*	i	i
Nc1cccc2nsnc12	i	4	i	i	i	i	i	i	-2	i	i
CC1CCCN(CCCNC(=O)C2CC(=O)N(c3ccc(F)c(Cl)c3)C2)C1 (stereo not drawn)	i	3	i	i	i	i	i	i	1	i	i
CC(=O)Nc1ccc(S(=O)(=O)NC(CC(=O)NCCC2=CCCCC2)C(C)C)cc1 (stereo not drawn)	i	-1	i	i	i	i	i	i	4	i	i
COc1ccc(S(=O)(=O)N2CCOCC2)cc1NC(=O)Cc1c(Cl)cccc1Cl	i	-2	i	i	i	i	i	i	-1	i	i
CCC(C(=O)NCCCc1ccccc1)n1nc(C)c2c(C)n(-c3ccccc3)nc2c1=O (stereo not drawn)	i	0	i	i	i	i	i	i	-7	i	i
O=C(CCl)N(CCCNC(=O)C(F)(F)F)c1ccc([N+](=O)[O-])cc1	i	·	i	i	i	i	i	i	0	i	i
Cc1ccc(O)c(C(=O)CC(=O)c2cccc(F)c2)c1	i	8	i	i	i	i	i	i	81*	i	i
CCc1nc(SCC(=O)N2CCCc3ccccc32)c2oc3ccccc3c2n1	i	-8	i	i	i	-9.4*	i	i	13	i	i

Assay outcomes as filed in PubChem BioAssay.
